HT1080-NT tox – qHTS for induction of synthetic lethality in tumor cells producing 2HG: qHTS for the HT-1080-NT fibrosarcoma cell line | HT-1080-NT fibrosarcoma viability, CellTiter-Glo ATP luminescence, 48 h | Potency, µM (top dose mostly 46.1 µM), without a hit: at the top dose activity, negative = less viability, usual class: cytotoxic | 360,000 tested, 1.6% active | AID 686970, 2013;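 further: NT is the 2HG producing partner of a matched IDH1 knockdown line; potency means the concentration at half of the fitted maximal effect; 0% = DMSO-treated cells and -100% = media-only wells without cells; nearly all actives have a fitted effect of over 55% in size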
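HT-1080-NT fibrosarcoma cells (2HG-overproducing), 750 cells/well in RPMI with 5% FBS, dosed after 2 h and incubated 48 h at 37C. CellTiter-Glo luminescence normalized to DMSO and no-cell wells; concentration-response curves fitted and classed.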
MCF10A rereplic – A quantitative high throughput screen for small molecules that induce DNA re-replication in MCF 10a normal breast cells. MCF 10A DNA re-replication, Hoechst nuclear intensity, 48 h. Potency, µM (series often up to 46.1 µM), for the others: top-dose activity, positive = re-replication, usual class: activators. 350,000 tested, 2.9% active. AID 624296, 2012; further: potency means the concentration at half of the fitted maximal effect; % of control where 0% means no effect; nearly all actives have a fitted effect of over 50% in size
HepG2 viability – qHTS for Inhibitors of TGF-b: Cytotox Counterscreen | HepG2 CAGA-GFP viability, ATP luminescence, 18 h | Potency, µM (top dose mostly 46.1 µM), for inactives: top-dose activity change, negative = cytotoxicity, usual class: cytotoxic | 410,000 tested, 0.76% active; further: potency means the concentration at half of the fitted maximal effect; some results filed as inactive show a strong effect at the top dose
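CellTiter-Glo luminescence gave cytotoxicity after 18 hours at 37 degrees C. The cells were HepG2 CAGA-GFP in 1% FBS DMEM, stimulated with 500 pg/mL TGF-beta after compound addition. %Activity was normalised to no-cell wells (complete cell-killing) and DMSO (no toxicity), and curves were fitted and classified.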
SW480 rereplic – A quantitative high throughput screen for small molecules that induce DNA re-replication in SW480 colon adenocarcinoma cells | SW480 DNA re-replication, Hoechst DNA content imaging, 48 h | Potency, µM (highest dose often 46.1 µM), for inactives: at the top dose re-replication activation, most hits filed as activators | 340,000 tested, 1.8% active | AID 624297, 2012; further: potency means the concentration at half of the fitted maximal effect; % of control where 0% means no effect; nearly all actives have a fitted effect of over 55% in size
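250 cells/well; 23 nL cpd via pin tool; 48 hr, 37 C, 5% CO2; Hoechst 40 min; imager read of total nuclear intensity, ex 405/em 500-530 nm.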
HT1080 IDH1KD tx – qHTS for induction of synthetic lethality in tumor cells producing 2HG: qHTS for the HT-1080-IDH1KD cell line; HT-1080 IDH1 knockdown viability, ATP luminescence, 48 h; Potency, µM (doses to about 46.1 µM), for inactives: at the top dose activity, negative = toxicity, usual class: cytotoxic; 360,000 tested, 2% active;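 further: potency means the concentration at half of the fitted maximal effect; 0% = DMSO wells and -100% = cell-free medium wells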
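After a 2 h attachment period, IDH1KD HT-1080 cells took pin-transferred compound for 48 h at 37 °C; ATP-based luminescence after 10 min room-temperature reagent incubation reported viability.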
IL1B secr inh – qHTS for Inhibitors of Inflammasome Signaling: IL-1-beta AlphaLISA Primary Screen; activity change, % at 57.5 µM; AID 743279, 2014; THP-1 LPS/ATP IL-1B secretion, AlphaLISA, 16 h; active compounds read low; 360,000 tested, 4.7% active; in the data active means activity change below about -50%; inconclusive means mostly about -30% to -49%; further: on the % scale 0 is the no-effect control and ±100 the full control effect
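Secreted IL-1B measured by AlphaLISA bead assay after 16 h compound exposure of THP-1 cells; compounds (final up to 57.5 uM) added 1 h before LPS (250 ng/mL) and ATP (1.25 mM) stimulation; lower signal means less secretion.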
KB-3-1 tox – qHTS assay for MDR1-selective chemotherapeutics: Primary screen using the parental adenocarcinoma cell KB-3-1; KB-3-1 viability, CellTiter-Glo ATP luminescence, 72 h; AID 1347075, 2019; 400,000 tested, 1.4% active; Potency, µM (top dose mostly 46.1 µM), for the others: at the highest dose activity change, negative = cytotoxic, most hits filed as cytotoxic; further: potency means the concentration at half of the fitted maximal effect; on the % scale 0 is the no-effect control and ±100 the full control effect; nearly all actives have a fitted effect of over 60% in size
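Using CellTiter-Glo luminescence, growth of non-resistant KB-3-1 adenocarcinoma cells is assessed 72 h after pin-tool compound addition at 37 °C. Normalized responses across the concentration series yield fitted curves.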
ATXN viability – Viability Counterscreen for Primary qHTS for Inhibitors of ATXN expression; S2 cells (HEK-293 line with an ATXN2-luciferase reporter) viability, CellTiter-Fluor protease fluorescence, 24 h; Potency, µM (highest dose often 56.7 µM), hits mostly cytotoxic; 400,000 tested, 0.49% active; AID 651635, 2014; further: potency means the concentration at half of the fitted maximal effect; nearly all actives have a fitted effect of over 40% in size
ATXN2 expr inh – Primary qHTS for Inhibitors of ATXN expression | Potency, µM (titrated, usually from 57 µM), for inactives: top-dose activity change, negative = inhibition, most hits filed as inhibitors | HEK-293 ATXN2-luciferase reporter, luminescence, 24 h | 360,000 tested, 0.72% active; further: potency means the concentration at half of the fitted maximal effect; on the % scale 0 is the no-effect control and ±100 the full control effect; nearly all actives have a fitted effect of over 55% in size
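qHTS (up to 57 uM final) was run with 24 h compound exposure of reporter cells at 37 °C. Each well was multiplexed: SteadyGlo luminescence measured ATXN2-luciferase expression after a fluorogenic Gly-Phe-AFC viability readout (25 uM final).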
Numbers without * were called inactive; i = inactive; ? = inconclusive; / = not tested or not shown; [ ] = another dose, or the depositor's remark. Unless noted, the call rests on the fitted dose curve; in most records, active means well fitted curve in the direction sought with a large enough effect; inconclusive means small, poorly fitted or top-dose-only effect, or another doubt; inactive means no such curve, though single readings can be large; an effect the other way counts as inactive or inconclusive. Not a hit list. Share with any hit: about 8.9%.

1. O=C(CSc1ccc2nnc(-c3ccccc3)n2n1)N1CCCCC1
2. Cc1cc(C)n(CCN(C)c2nc3nonc3nc2N2CCCCC2)n1
3. O=C(NCCOc1ccccc1)c1cncc(Br)c1
4. COc1ccc2c(=O)cc(-c3ccncc3)oc2c1OC
5. Cn1cc(S(=O)(=O)NCc2ccc(Cl)cc2)c(=O)n(C)c1=O
6. O=c1c2ccc(Cl)cc2[nH]c(=S)n1CCCN1CCOCC1
7. O=C1C=C(NCc2ccc(Cl)cc2Cl)C2(CCCCC2)O1
8. COC(=O)Nc1ccc([N+](=O)[O-])cc1OC
9. O=C(c1ccc2nsnc2c1)N1CCN(c2ccc([N+](=O)[O-])cc2)CC1
10. Cc1ccccc1NS(=O)(=O)c1ccc(C(=O)N2CCCCCC2)cc1

| assay / entry | 1 | 2 | 3 | 4 | 5 | 6 | 7 | 8 | 9 | 10 |
| --- | --- | --- | --- | --- | --- | --- | --- | --- | --- | --- |
| HT1080-NT tox | 1% | 7% | 22% | ? | 24% | -7% | -18% | 13% | ? | -8% |
| MCF10A rereplic | 9% | -2% | -1% | ? | 12% | 0% | 9.2µM* | 0% | 7% | 21% |
| HepG2 viability | 21% | -1% | 2% | -26% | 13% | -55% | 3% | 16% | -28% | -26% |
| SW480 rereplic | -8% | -4% | -7% | ? | 28% | -12% | ? | / | ? | 2% |
| HT1080 IDH1KD tx | -2% | 3% | 20% | 23µM* | 13% | 0% | -24% | 10% | -10% | -24% |
| IL1B secr inh | 11 | 2 | 7 | -96* | -2 | -25 | ? | -1 | 4 | 2 |
| KB-3-1 tox | 5% | -1% | 0% | ? | 1% | -3% | -10% | 26% | ? | -1% |
| ATXN viability | i | i | i | i | i | i | i | i | ? | i |
| ATXN2 expr inh | 2% | 5% | 52%[activator] | -25% | 2% | -2% | -11% | 0% | / | -16% |

Overlap with the part before: three entries, followed by the next part.
8. COC(=O)Nc1ccc([N+](=O)[O-])cc1OC
9. O=C(c1ccc2nsnc2c1)N1CCN(c2ccc([N+](=O)[O-])cc2)CC1
10. Cc1ccccc1NS(=O)(=O)c1ccc(C(=O)N2CCCCCC2)cc1
11. CC1(C(=O)N2CCN(C(=O)c3ccco3)CC2)CC1(Br)Br (stereo not given)
12. Cc1noc(C)c1S(=O)(=O)N1CCC(C(=O)N2CCC(N3CCCCC3)CC2)CC1
13. O=C(CSc1nnc(-c2ccccc2F)o1)Nc1ccccc1Cl
14. CCOCc1cnc(C)nc1NCC(=O)c1c(C)[nH]c2ccccc12
15. Cc1ccc(-c2nc(CSc3nc4ccccc4c(=O)n3C)cs2)cc1
16. O=C(CSc1nc2ccccc2c(=O)n1-c1ccccc1F)Nc1ccc2c(c1)CCC2
17. Cc1ccc(OCCSc2nc3ccccc3n2CC(=O)N2CCOCC2)cc1
18. COc1ccc(-c2nnc(SCC(=O)c3ccc(C)o3)o2)cc1
19. COc1cc(C2c3c(oc4ccccc4c3=O)C(=O)N2Cc2ccco2)ccc1O (stereo not given)
20. CN(C)S(=O)(=O)c1cc(NC(=O)CN2C(=O)NC3(CCCc4ccccc43)C2=O)ccc1Cl (stereo not given)

| assay / entry | 8 | 9 | 10 | 11 | 12 | 13 | 14 | 15 | 16 | 17 | 18 | 19 | 20 |
| --- | --- | --- | --- | --- | --- | --- | --- | --- | --- | --- | --- | --- | --- |
| HT1080-NT tox | 13% | ? | -8% | 15% | 3% | / | -6% | 9% | -4% | / | 2% | -8% | 0% |
| MCF10A rereplic | 0% | 7% | 21% | -42%[inhibitor] | 1% | / | 17% | ? | 15% | / | -2% | -9% | ? |
| HepG2 viability | 16% | -28% | -26% | -2% | 4% | -39% | -10% | 27% | -27% | -3% | -12% | -34% | -12% |
| SW480 rereplic | / | ? | 2% | -17% | -5% | / | 1% | -4% | 0% | / | -8% | 17% | ? |
| HT1080 IDH1KD tx | 10% | -10% | -24% | 21% | 3% | / | -9% | -1% | -28% | / | -2% | -11% | -4% |
| IL1B secr inh | -1 | 4 | 2 | -6 | -5 | / | 1 | 0 | 7 | / | -18 | -21 | 0 |
| KB-3-1 tox | 26% | ? | -1% | -5% | 35% | ? | 23µM* | ? | -5% | 4% | ? | -2% | -18% |
| ATXN viability | i | ? | i | i | i | i | i | i | ? | i | i | i | i |
| ATXN2 expr inh | 0% | / | -16% | 4% | 1% | 22% | -7% | -2% | / | 7% | -5% | -17% | -9% |

21. Cc1nc(Sc2ccccc2)c(C#N)c(C)c1[N+](=O)[O-]
22. COc1ccc(C)cc1NC(=O)C(CCS(C)(=O)=O)NC(C)=O (stereo not given)
23. Cc1ccc(OCC(=O)NCC(=O)OCc2cc(=O)n3nc(CC(C)C)sc3n2)cc1
24. CC1CCc2nn(CC(=O)NCCCN3CCCCC3)cc2C1 (stereo not given)
25. O=C(CSc1ncccn1)NCCC1=CCCCC1
26. O=C1OCC2=C1C(c1ccc(Cl)cc1)CC(=O)N2c1ccc(F)cc1 (stereo not given)
27. O=c1cc(CSc2nnc(-c3cccs3)n2Cc2ccccc2)nc2sc3ccccc3n12
28. Cc1cc(OCC(=O)Nc2ccc(-c3nc4cc(Cl)ccc4o3)cc2)cc(C)c1Cl
29. O=C(O)/C=C/C(=O)Nc1ccc(OC(F)(F)F)cc1
30. Cc1nonc1NC(=O)CSc1cn[nH]n1

| assay / entry | 21 | 22 | 23 | 24 | 25 | 26 | 27 | 28 | 29 | 30 |
| --- | --- | --- | --- | --- | --- | --- | --- | --- | --- | --- |
| HT1080-NT tox | -28% | -11% | / | 5% | 8% | 11% | -19% | / | 7% | 16% |
| MCF10A rereplic | ? | 5% | / | 0% | 14% | 4% | 11% | / | 5% | 2% |
| HepG2 viability | -38% | -4% | -26% | -8% | -3% | 10% | -38% | -2% | -3% | -12% |
| SW480 rereplic | ? | -18% | / | 0% | -9% | -2% | -3% | / | 0% | 24% |
| HT1080 IDH1KD tx | ? | 2% | / | 5% | 9% | 9% | 26µM* | / | 16% | 17% |
| IL1B secr inh | / | 19 | / | 2 | 3 | 4 | -51* | / | -7 | 5 |
| KB-3-1 tox | 5% | 1% | -2% | 13% | 8% | 1% | -17% | 6% | 8% | 2% |
| ATXN viability | i | i | i | i | i | i | ? | i | i | i |
| ATXN2 expr inh | -9% | 2% | 0% | 8% | 24% | 13% | -18% | 0% | 6% | -12% |

31. CCOC(=O)CN1C(=O)N[C@@H](c2ccccc2)[C@H](C(C)=O)[C@H]1C
32. CC(=O)NCCOC(=O)c1nn(Cc2ccccc2)c(=O)c2ccccc12
33. CC(=O)N1CCCc2cc(S(=O)(=O)N3CCN(c4ccccn4)CC3)ccc21
34. CC(OC(=O)c1cccc(S(=O)(=O)N(C)C)c1)C(=O)NCC(=O)Nc1ccc(F)c(F)c1F (stereo not given)
35. CCN1CCN(C(=O)c2ccc(CS(=O)Cc3ccc(C)cc3)o2)CC1 (stereo not given)
36. CC(=O)NC(c1ccccc1)c1nc(/C=C/c2ccccc2)cs1 (stereo not given)
37. O=C(NCc1cccc(Cl)c1)c1ccc(-c2csnn2)cc1
38. Cc1ccc(CNC(=O)CCCn2c(=O)[nH]c3ccccc3c2=O)cc1
39. CCCCNC(=O)CCn1c(=O)c2ccccc2n(Cc2ccc(F)cc2)c1=O
40. NC(=O)c1cc[n+](CC2=C(C(=O)O)N3C(=O)[C@@H](NC(=O)C(c4ccccc4)S(=O)(=O)[O-])[C@H]3SC2)cc1 (stereo not given in full)

| assay / entry | 31 | 32 | 33 | 34 | 35 | 36 | 37 | 38 | 39 | 40 |
| --- | --- | --- | --- | --- | --- | --- | --- | --- | --- | --- |
| HT1080-NT tox | 0% | -22% | 5% | 0% | 23% | 0% | 1% | -3% | 2% | 5% |
| MCF10A rereplic | ? | 8% | -4% | 12% | 19% | / | 11% | 0% | -7% | ? |
| HepG2 viability | 3% | -19% | 10% | -6% | -1% | -1% | -9% | 0% | -2% | 0% |
| SW480 rereplic | -1% | -6% | -8% | 6% | 1% | / | ? | 0% | -1% | 2% |
| HT1080 IDH1KD tx | 0% | -4% | -1% | -9% | 17% | 3% | 9% | 9% | 0% | 3% |
| IL1B secr inh | 19 | 20 | -1 | 20 | 9 | -11 | -20 | 23 | -14 | 20 |
| KB-3-1 tox | -12% | -2% | -14% | 19% | 3% | 0% | 0% | -1% | 10% | 0% |
| ATXN viability | i | i | i | i | i | i | i | i | i | i |
| ATXN2 expr inh | 11% | 10% | -5% | -21% | 0% | 6% | -5% | -9% | 8% | 2% |

41. C/C(CC(=O)Nc1ccc2c(c1)OCCO2)=N\NC(=O)Cc1ccc(Cl)cc1
42. O=C(CSc1nnc(-c2ccncc2)n1Cc1ccccc1)NC1CCCc2ccccc21 (stereo not given)
43. O=C(Cn1c(=O)n(CCCS(=O)(=O)C2CCCCC2)c(=O)c2ccccc21)Nc1ccc(F)c(Cl)c1
44. CCOC(=O)CNC(=O)CSc1nc2nc(C)c(Br)cc2[nH]1
45. O=C(CCCN1C(=O)/C(=C/c2ccccc2Cl)SC1=S)N1CCCC1

| assay / entry | 41 | 42 | 43 | 44 | 45 |
| --- | --- | --- | --- | --- | --- |
| HT1080-NT tox | 1% | 3% | / | ? | -7% |
| MCF10A rereplic | -2% | ? | / | ? | ? |
| HepG2 viability | -39% | -2% | -1% | 10% | -83% |
| SW480 rereplic | -7% | 2% | / | -4% | ? |
| HT1080 IDH1KD tx | 6% | 19% | / | -15% | -1% |
| IL1B secr inh | 7 | -21 | / | 12 | -66* |
| KB-3-1 tox | 11% | 3% | -2% | 0% | 0% |
| ATXN viability | i | i | i | i | ? |
| ATXN2 expr inh | -16% | 15% | 10% | 0% | / |

Compound activity as filed in PubChem.
